Screening data: PubChem BioAssay, several laboratories
Anthrax LF inh2: inhibitors of Bacillus anthracis lethal factor protease; P15917; multiplex microsphere protease cleavage assay, LF; inhibition, % at 10 µM; hit rate 0.12% among 360,000; further: plate controls were buffer without enzyme for full effect and enzyme alone for no effect
GDH-TPI inh: counter-screen for M. tuberculosis FBA inhibitors: GDH-TPI coupled enzymes; GDH-TPI coupled enzyme counterscreen, NADH absorbance; inhibition, % at 4.8 µM; hit rate 1.2% among 360,000; AID 588335; in the data active means inhibition above about 30%;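 further: 0% = DMSO wells and 100% = wells lacking the enzyme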
FBA Mtb inh: inhibitors of M. tuberculosis fructose-bisphosphate aldolase; AID 588726; purified M. tuberculosis FBA, fluorescence read-out; hit rate 2.3% among 360,000; inhibition, % at 1 µM; in the data active means inhibition above about 27%;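 further: 0% = vehicle and 100% = reference inhibitor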
Target sequence (P9WQA3 whole entry, looked up): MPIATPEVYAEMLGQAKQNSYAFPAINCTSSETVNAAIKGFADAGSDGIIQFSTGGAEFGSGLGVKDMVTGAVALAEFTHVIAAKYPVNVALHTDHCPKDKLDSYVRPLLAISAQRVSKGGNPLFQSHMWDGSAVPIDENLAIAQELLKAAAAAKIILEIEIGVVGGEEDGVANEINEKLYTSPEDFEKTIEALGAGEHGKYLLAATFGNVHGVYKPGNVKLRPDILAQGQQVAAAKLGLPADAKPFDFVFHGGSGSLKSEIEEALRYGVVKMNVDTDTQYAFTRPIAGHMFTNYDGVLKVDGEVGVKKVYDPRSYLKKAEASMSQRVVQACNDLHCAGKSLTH
FadD28 FP inh: inhibitors of Mycobacterium tuberculosis FadD28 bisubstrate binding. FadD28 bisubstrate probe binding, fluorescence polarization. inhibition, % at 12.5 µM. hit rate 0.22% among 360,000; in the data active means inhibition above about 8.5%, passing the limit was not always enough; inconclusive means no clear call, values can overlap the other calls
PfHsp40 yeast: rescue of PfHsp40-mediated yeast toxicity | S. cerevisiae expressing PfHsp40, growth rescue, ATP luminescence | growth rescue, % at 12.5 µM | hit rate 0.68% among 340,000 | AID 504582; in the data active means growth rescue above about 28%, passing the limit was not always enough; inconclusive means no clear call, values can overlap the other calls;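 further: yeast W303a lacking pdr1 and pdr3 grown in galactose medium; growth measured after three days at 30 °C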
Mtb UGM inh: inhibitors of M. tuberculosis UDP-galactopyranose mutase; hit rate 0.06% among 320,000; inhibition, % at 10 µM; P9WIQ1; purified UGM, fluorescence polarization probe displacement; in the data active means inhibition above about 10%, passing the limit was not always enough; inconclusive means no clear call, values can overlap the other calls
Target sequence (P9WIQ1 whole entry, looked up): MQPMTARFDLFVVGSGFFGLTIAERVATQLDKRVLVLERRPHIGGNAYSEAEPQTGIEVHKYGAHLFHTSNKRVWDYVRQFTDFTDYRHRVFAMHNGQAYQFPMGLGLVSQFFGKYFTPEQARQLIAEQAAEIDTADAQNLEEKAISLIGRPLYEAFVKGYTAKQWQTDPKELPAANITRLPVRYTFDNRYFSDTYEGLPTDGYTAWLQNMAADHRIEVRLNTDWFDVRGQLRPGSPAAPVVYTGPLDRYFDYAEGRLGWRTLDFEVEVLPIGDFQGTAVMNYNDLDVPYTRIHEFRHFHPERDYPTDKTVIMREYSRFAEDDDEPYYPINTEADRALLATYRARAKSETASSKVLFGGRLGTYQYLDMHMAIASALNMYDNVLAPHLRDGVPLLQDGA
Mtb BioA inh: BioA (M. tuberculosis) enzyme inhibition. purified M. tuberculosis BioA enzyme, plate reader. AID 602481. hit rate 0.096% among 360,000. inhibition, % at 9.99 µM; in the data active means inhibition above about 40%; inconclusive means no clear call, values can overlap the other calls
BoNT F protease: BoNT F light chain protease inhibition; Multiplex microsphere protease cleavage assay, flow cytometry; inhibition, % at 10 µM; hit rate 0.22% among 360,000; AID 588497; in the data active means inhibition above about 35%, passing the limit was not always enough; inconclusive means no clear call, values can overlap the other calls; further: plate controls were buffer without enzyme for full effect and enzyme alone for no effect
BoNT-A LC inh2: BoNT A light chain protease inhibition; multiplex microsphere protease substrate cleavage, flow cytometry; inhibition, % at 10 µM; hit rate 0.17% among 360,000; AID 588499; further: plate controls were buffer without enzyme for full effect and enzyme alone for no effect
Active calls of the source: *; ? = inconclusive; · = not tested or not shown. Unless noted, no stated cut-off is given here; in the data, active means inhibition above about 30%; inconclusive means no clear call, values can overlap the other calls; inactive means below that.

| # | SMILES | Anthrax LF inh2 | GDH-TPI inh | FBA Mtb inh | FadD28 FP inh | PfHsp40 yeast | Mtb UGM inh | Mtb BioA inh | BoNT F protease | BoNT-A LC inh2 |
| --- | --- | --- | --- | --- | --- | --- | --- | --- | --- | --- |
| 1 | CN1C(=O)/C(=C/c2ccc(C(=O)Nc3ccc(O)cc3C(=O)O)cc2)SC1=S | 2 | 10 | -1 | 2.4 | 0.4 | 2.8 | -0.5 | 2 | 1.9 |
| 2 | CC(=O)c1cccc(NC(=O)C2Cc3c(-c4ccc5c(c4)OCO5)ccnc3O2)c1 (stereo unspecified) | -5 | 13 | 15 | -0.5 | · | · | 1.0 | 1 | 0.1 |
| 3 | Cc1cccc(CS(=O)(=O)Cc2ccc(C(=O)NCc3cccs3)o2)c1 | -1 | 2 | -8 | -5.6 | -1.0 | 2.6 | 1.5 | -3 | -0.7 |
| 4 | OCC1OC(n2cnc3c(NCCc4ccccc4)ncnc32)C(O)C1O (stereo unspecified) | -1 | 4 | -2 | -1.2 | 0.6 | 3.3 | -1.6 | -1 | 0.3 |
| 5 | CNc1c([N+](=O)[O-])cnn1-c1ccccc1F | 3 | 2 | 0 | -3.2 | -0.4 | 1.1 | · | -3 | -0.8 |
| 6 | COC(=O)c1ccccc1NC(=O)CCC(=O)N1CCSc2ccccc21 | 6 | -6 | 1 | 0.6 | 0.7 | -3.6 | -1.6 | -4 | -0.4 |
| 7 | CNC(=O)C1CC(=O)N(c2ccc(OCC(=O)Nc3ccc(F)cc3)cc2)C1 (stereo unspecified) | 2 | 7 | -2 | -3.8 | 0.6 | · | -1.0 | 9 | 0.1 |
| 8 | Cc1ccc(O)c(NC(=S)NC(=O)c2ccccc2Cl)c1 | 2 | 9 | -1 | -1.8 | · | 0.6 | · | 38* | 2.8 |
| 9 | CCCOc1ccc(C(F)(F)F)cc1NC(=O)c1cc(C)on1 | -3 | 8 | 6 | -1.1 | -1.5 | -0.8 | -0.4 | -2 | -0.1 |
| 10 | COc1ccc(CCNC(=O)C2CCCN(S(=O)(=O)c3ccc(OC)cc3)C2)cc1 (stereo unspecified) | 1 | -1 | 0 | -2.4 | -1.6 | -2.8 | -1.4 | 2 | 0.7 |
| 11 | COc1ccc(/C(N)=N/OC(=O)Cc2cccs2)cc1 | -5 | 5 | 4 | 0.1 | -0.8 | 1.5 | -1.0 | -4 | -0.1 |
| 12 | Cc1ccc(-c2nc(S(=O)(=O)c3ccc(C)cc3)c(N3CCOCC3)o2)cc1 | -9 | -2 | -3 | -1.0 | -0.8 | -2.8 | -1.1 | -3 | -2.0 |
| 13 | C[C@@H](CN1C2=NC[C@H](Cc3ccccc3)N2C[C@H]1Cc1ccc(O)cc1)NC(=O)CCC1CCCCC1 | 6 | 9 | 1 | -3.0 | 1.0 | -0.6 | 0.1 | -19 | -0.2 |
| 14 | CC(=O)c1ccccc1NC(=O)c1ccc2c(c1)NC(=O)C(C)S2 (stereo unspecified) | 2 | 4 | -1 | -1.2 | 0.3 | -0.8 | · | -6 | -1.9 |
| 15 | CC1(C)CC(=O)c2sc(NS(C)(=O)=O)nc2C1 | -3 | 35* | 0 | -0.7 | 0.6 | 2.8 | -1.7 | -20 | -1.7 |
| 16 | Nc1cc2c(cc1[N+](=O)[O-])-c1ccccc1C2=NO | -6 | 15 | 0 | 0.6 | 73* | · | · | -6 | -0.7 |
| 17 | CC(Oc1ccc2c3c(c(=O)oc2c1)CCC3)C(=O)N[C@@H](Cc1ccccc1)C(=O)O (stereo partly specified) | -8 | 12 | 23 | -1.1 | -0.1 | 0.3 | 0.5 | 2 | -0.7 |
| 18 | CCc1ccc2c(c1)C(=O)CCC2 | -4 | -1 | -2 | -4.1 | 0.3 | · | 0.1 | -4 | -0.4 |
| 19 | O=C(Nc1ccccc1Cl)N1C2CCC1CC(O)(c1cccnc1)C2 (stereo unspecified) | 2 | -6 | -2 | -0.3 | 1.0 | -1.3 | · | 1 | 0.5 |
| 20 | COc1ccc(Cl)cc1NC(=O)CN(C)C(=O)CCNC(=O)c1ccccc1OC | 5 | 4 | 2 | -1.3 | -0.5 | -2.3 | 1.5 | 11 | 1.6 |
| 21 | Cc1ccc(-n2nc3c(=O)n(C(C)C(=O)NCc4ccco4)nc(C)c3c2C)cc1 (stereo unspecified) | -2 | 4 | -1 | -0.4 | -1.2 | 1.0 | 14 | -1 | -1.8 |
| 22 | Cc1nc2nc(-c3ccccc3)cn2nc1C | -1 | 13 | 20 | -0.7 | -0.8 | 1.2 | -0.6 | -1 | 0.7 |
| 23 | O=Cc1cn[nH]c1-c1cccc([N+](=O)[O-])c1 | -1 | -3 | 8 | 1.5 | 0.1 | 2.6 | · | -4 | -0.7 |
| 24 | CC(C)N=C1SCC(C)(/C=N/O)S1 (stereo unspecified) | -3 | -10 | 0 | -0.3 | 0.5 | -2.8 | 6.3 | -4 | 0.1 |
| 25 | COCCNC(=O)c1cccc2c1C(=O)c1ccc(N3CCOCC3)cc1S2(=O)=O | -1 | 9 | -15 | -1.5 | -1.6 | 0.9 | 3.5 | -7 | -0.1 |
| 26 | CCc1c(C(=O)N2CCCN(C)CC2)csc1C | -5 | 8 | -1 | -1.2 | -0.3 | 0.9 | 1.8 | -10 | -2.5 |
| 27 | CC(C)n1c(CCC(=O)O)ccc1-c1ccccc1 | -12 | 8 | 19 | 1.1 | 1.9 | 2.1 | -0.9 | -2 | -0.2 |
| 28 | O=C(NNc1nc2ccccc2s1)C1CC1 | 2 | -4 | -2 | 0.8 | -1.5 | 0.4 | -0.6 | 0 | 0.2 |
| 29 | CC(=O)c1cccc(OCC(=O)N(CCC2=CCCCC2)c2c(N)n(Cc3ccccc3)c(=O)[nH]c2=O)c1 | 0 | 0 | 5 | -2.7 | -0.7 | · | -1.3 | -1 | 0.3 |
| 30 | O=C(O)c1ccc(Sc2nnc(-c3cccc(Br)c3)o2)c([N+](=O)[O-])c1 | -3 | -2 | -2 | 2.1 | -0.1 | 1.3 | 1.6 | -3 | ? |
| 31 | Cc1cc(Oc2ccc(OCC(N)=O)nn2)nc(Cl)n1 | 5 | -2 | -1 | -0.6 | -1.1 | 2.1 | -2.1 | -2 | -1.2 |
| 32 | Cc1ccccc1CC(=O)N1CCN(C(=O)C2CCCO2)CC1 (stereo unspecified) | -3 | -5 | 2 | · | -1.5 | -0.7 | -0.9 | 0 | 0.8 |
| 33 | Cc1nnc(SCC(=O)NNC(=O)c2ccc(Cl)cc2)n1CC1CCCO1 (stereo unspecified) | 0 | 2 | 2 | -0.5 | -1.1 | 3.5 | · | 0 | -0.6 |
| 34 | O=[N+]([O-])c1ccc(C(O)CN2CCOCC2)cc1 (stereo unspecified) | -9 | 0 | 0 | -0.7 | -0.5 | 0.8 | -0.7 | 14 | -1.3 |
| 35 | CC12C(=O)N(c3cccc(OC(=O)c4ccco4)c3)C(=O)C1C1c3ccccc3C2c2ccccc21 (stereo unspecified) | 2 | 5 | 0 | -2.7 | 0.2 | -0.2 | -1.9 | 1 | -0.5 |
| 36 | CCSc1nc(N2CCOCC2)c2c(c1C#N)CCCC2 | -5 | 13 | 0 | -0.6 | 9.7 | 0.3 | -1.3 | -17 | -0.2 |
| 37 | Cc1ccc(Nc2nc(-c3ccc(O)cc3O)cs2)nc1 | 4 | 0 | -2 | -0.3 | ? | 0.4 | · | -8 | -2.3 |
| 38 | Nc1nc(Nc2ccc(Cl)cc2)nc2ccccc12 | -6 | 3 | 3 | -6.7 | -4.8 | 0.2 | 0.3 | -6 | 0.4 |
| 39 | CN(C)c1nc(Cl)nc2c1nc(Cl)n2C1CCCCO1 (stereo unspecified) | -2 | -3 | -2 | -4.3 | -1.4 | · | -0.1 | -2 | -0.6 |
| 40 | CCOc1cccc(/C(O)=C2/C(=O)C(=O)N(CCOC)C2c2ccco2)c1 (stereo unspecified) | 0 | 3 | -1 | 0.1 | -0.4 | 1.7 | 0.0 | -4 | -0.2 |
| 41 | COC(=O)c1cccc(-c2ccc(C(c3c(C)[nH][nH]c3=O)c3c(C)[nH][nH]c3=O)o2)c1 | -1 | 2 | -6 | 1.6 | 0.1 | -1.4 | 5.0 | -1 | 0.1 |
| 42 | CN(c1ccccc1)S(=O)(=O)c1cccc(NC(=O)C2=NNC(=O)CC2)c1 | -10 | 6 | 2 | -0.9 | -1.7 | -3.4 | -1.8 | -7 | -0.1 |
| 43 | Cc1cc(C)c(S(=O)(=O)N2C[C@H]3CON(C)[C@H]3C[C@H]2c2ccc(N3CCCCC3)cc2)c(C)c1 | -21 | · | -1 | 0.0 | · | · | -5.7 | 13 | -11 |
| 44 | O=C(CCNS(=O)(=O)c1cccc2nsnc12)NCc1ccccc1Cl | -1 | 1 | 1 | -1.8 | 0.2 | -1.4 | -1.3 | -2 | -0.1 |
| 45 | COc1cccc(N2C(=O)CC(N3CCN(S(=O)(=O)c4ccccc4[N+](=O)[O-])CC3)C2=O)c1 (stereo unspecified) | 4 | -4 | -2 | -2.3 | 0.9 | · | -3.0 | 2 | 0.7 |
| 46 | Cc1cccc(C)c1-n1nnnc1C(c1cc2ccccc2o1)N1CCN(C/C=C/c2ccccc2)CC1 (stereo unspecified) | -3 | · | 1 | -3.1 | · | · | -0.6 | -8 | -1.0 |
| 47 | S=C(NCCCN1CCOCC1)N1CCN(c2nc(-c3ccccc3)cs2)CC1 | -3 | 4 | 0 | -1.0 | 0.0 | -0.1 | -0.8 | -4 | -0.2 |
| 48 | CCN(CC(=O)Nc1ccccc1OC)C(=O)CN1C(=O)NC(C)(c2ccc(C)cc2)C1=O (stereo unspecified) | -2 | -2 | -2 | -2.4 | -0.8 | -0.3 | -0.2 | -3 | -0.3 |
| 49 | CCOC(=O)COc1ccc(/C=C2/SC(=Nc3ccccc3)N(Cc3cccnc3)C2=O)cc1OC | -6 | 27 | 0 | 1.2 | -0.4 | -0.9 | 0.3 | -4 | -0.3 |
| 50 | COc1ccc(C(=O)O/N=C2\CCS(=O)(=O)c3sccc32)cc1 | -3 | -4 | 2 | -3.3 | -0.9 | -2.7 | 0.2 | 0 | 0.1 |
| 51 | O=C(NC1CCC(O)CC1)c1cccc2cccnc12 (stereo unspecified) | -1 | 7 | -2 | -1.0 | -0.8 | -0.2 | · | 11 | 2.4 |
| 52 | COc1ccc(C(=O)OCC(=O)Nc2ccc3[nH]c(=O)[nH]c3c2)c(OC)c1OC | 0 | 1 | 6 | 1.0 | 0.3 | -1.3 | · | -4 | 0.1 |
| 53 | c1ccc(-c2nc3cccnc3nc2-c2ccccc2)cc1 | -12 | 10 | 5 | -3.9 | 1.5 | 0.8 | · | -3 | 1.2 |

An excerpt of these results, screen by screen.
10	COc1ccc(CCNC(=O)C2CCCN(S(=O)(=O)c3ccc(OC)cc3)C2)cc1 (stereo unspecified)
7	CNC(=O)C1CC(=O)N(c2ccc(OCC(=O)Nc3ccc(F)cc3)cc2)C1 (stereo unspecified)
19	O=C(Nc1ccccc1Cl)N1C2CCC1CC(O)(c1cccnc1)C2 (stereo unspecified)
14	CC(=O)c1ccccc1NC(=O)c1ccc2c(c1)NC(=O)C(C)S2 (stereo unspecified)
44	O=C(CCNS(=O)(=O)c1cccc2nsnc12)NCc1ccccc1Cl
compound no. | 10 | 7 | 19 | 14 | 44
Anthrax LF inh2 | 1 | 2 | 2 | 2 | -1
GDH-TPI inh | -1 | 7 | -6 | 4 | 1
FBA Mtb inh | 0 | -2 | -2 | -1 | 1
FadD28 FP inh | -2.4 | -3.8 | -0.3 | -1.2 | -1.8
PfHsp40 yeast | -1.6 | 0.6 | 1.0 | 0.3 | 0.2
Mtb UGM inh | -2.8 | · | -1.3 | -0.8 | -1.4
Mtb BioA inh | -1.4 | -1.0 | · | · | -1.3
BoNT F protease | 2 | 9 | 1 | -6 | -2
BoNT-A LC inh2 | 0.7 | 0.1 | 0.5 | -1.9 | -0.1

Random draw from the library; 4.7% or so of the library scored in one or more.
